ATXN2 expr inh = Primary qHTS for Inhibitors of ATXN expression; AID 1745845, 2022; 360,000 tested, 0.72% active; HEK-293 ATXN2-luciferase reporter, luminescence, 24 h; Potency, µM (doses to about 57 µM), without a hit: top-dose activity change, negative = inhibition, actives largely listed as inhibitors; note: potency is the fitted concentration of half-maximal effect; % is set by controls: 0 for no effect and ±100 for the full control effect; nearly all actives have a fitted effect of over 55% in size
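ATXN2-luciferase reporter cells (luciferase flanked by upstream and downstream ATXN2 gene portions) were treated 24 h at 37 °C with compounds at up to 57 uM. SteadyGlo luminescence gave expression; GF-AFC fluorescence gave viability.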
MCF10A rereplic = A quantitative high throughput screen for small molecules that induce DNA re-replication in MCF 10a normal breast cells; MCF 10A DNA re-replication, Hoechst nuclear intensity, 48 h; Potency, µM (series often up to 46.1 µM), for the others: at the top dose activity, positive = re-replication, usual class: activators; 350,000 tested, 2.9% active; AID 624296, 2012; note: potency is the fitted concentration of half-maximal effect; % of control where 0% means no effect; nearly all actives have a fitted effect of over 50% in size
KB-V1 MDR tox = qHTS assay for MDR1-selective chemotherapeutics: Primary screen using the drug-selected MDR subline cells KB-V1. KB-V1 MDR cells viability, CellTiter-Glo, 72 h. Potency, µM (titrated, usually from 46.1 µM), without a hit: top-dose activity change, negative = cytotoxicity, most hits filed as cytotoxic. 400,000 tested, 3.4% active. AID 1347076, 2019; note: potency is the fitted concentration of half-maximal effect; % is set by controls: 0 for no effect and ±100 for the full control effect; nearly all actives have a fitted effect of over 60% in size
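Cells of the MDR subline KB-V1 are plated, dosed with compound at multiple concentrations, and incubated 72 h at 37 degrees C; CellTiter-Glo is then added and luminescence read after 10 min.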
WRN inhibitor = qHTS for Inhibitors of WRN Helicase; WRN helicase unwinding, fluorescent forked duplex, kinetic; Potency, µM (doses to about 114 µM), inactives show at the highest dose activity change, negative = inhibition, hits mostly inhibitors; 360,000 tested, 0.46% active; AID 651768, 2012; note: potency is the fitted concentration of half-maximal effect; % is set by controls: 0 for no effect and ±100 for the full control effect; nearly all actives have a fitted effect of over 55% in size
Target sequence (Q14191 whole entry, looked up): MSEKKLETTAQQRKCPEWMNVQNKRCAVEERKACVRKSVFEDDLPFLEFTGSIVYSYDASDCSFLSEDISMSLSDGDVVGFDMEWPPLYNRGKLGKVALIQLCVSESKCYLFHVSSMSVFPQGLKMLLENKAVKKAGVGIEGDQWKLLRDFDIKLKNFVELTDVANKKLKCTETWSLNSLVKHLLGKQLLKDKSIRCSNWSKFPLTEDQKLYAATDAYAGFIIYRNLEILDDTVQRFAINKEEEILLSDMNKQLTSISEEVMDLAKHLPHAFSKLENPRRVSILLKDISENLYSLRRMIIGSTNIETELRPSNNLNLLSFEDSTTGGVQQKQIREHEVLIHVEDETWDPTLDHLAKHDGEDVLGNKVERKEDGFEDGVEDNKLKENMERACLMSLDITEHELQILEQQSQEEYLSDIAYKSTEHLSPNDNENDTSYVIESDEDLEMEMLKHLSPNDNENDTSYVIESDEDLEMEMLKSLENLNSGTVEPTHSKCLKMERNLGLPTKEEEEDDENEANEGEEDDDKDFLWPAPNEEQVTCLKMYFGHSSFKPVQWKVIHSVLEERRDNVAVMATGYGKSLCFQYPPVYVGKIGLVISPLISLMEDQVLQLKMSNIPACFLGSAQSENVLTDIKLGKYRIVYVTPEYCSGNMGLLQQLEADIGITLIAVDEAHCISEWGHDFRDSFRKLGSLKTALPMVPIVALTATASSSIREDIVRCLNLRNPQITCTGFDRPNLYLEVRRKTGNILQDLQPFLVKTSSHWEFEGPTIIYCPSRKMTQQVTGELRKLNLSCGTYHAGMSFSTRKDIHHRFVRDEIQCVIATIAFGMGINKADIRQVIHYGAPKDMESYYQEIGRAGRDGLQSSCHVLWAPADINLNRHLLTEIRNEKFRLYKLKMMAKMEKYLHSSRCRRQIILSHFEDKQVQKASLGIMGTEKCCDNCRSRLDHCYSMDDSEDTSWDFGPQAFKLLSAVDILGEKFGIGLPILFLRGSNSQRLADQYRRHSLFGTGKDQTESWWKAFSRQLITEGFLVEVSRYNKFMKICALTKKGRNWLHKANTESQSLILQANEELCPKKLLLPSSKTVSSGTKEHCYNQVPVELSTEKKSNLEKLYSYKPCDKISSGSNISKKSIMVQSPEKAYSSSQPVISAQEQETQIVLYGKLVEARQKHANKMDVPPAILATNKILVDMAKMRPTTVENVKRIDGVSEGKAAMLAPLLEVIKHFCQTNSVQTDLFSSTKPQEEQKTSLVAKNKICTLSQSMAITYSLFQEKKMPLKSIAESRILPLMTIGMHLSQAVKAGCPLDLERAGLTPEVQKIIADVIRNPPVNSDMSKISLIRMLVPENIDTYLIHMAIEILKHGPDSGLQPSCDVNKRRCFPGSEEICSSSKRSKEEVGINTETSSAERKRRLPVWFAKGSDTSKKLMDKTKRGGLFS
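Fluorescence dequenching readout, ex 525 nm/em 598 nm, kinetic mode: forked duplex DNA (100 nM final) with adjacent fluorophore and quencher unwound by WRN (20 nM final) with 2 mM ATP. Compound preincubation 15 min, room temperature.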
KB-3-1 tox = qHTS assay for MDR1-selective chemotherapeutics: Primary screen using the parental adenocarcinoma cell KB-3-1; KB-3-1 viability, CellTiter-Glo ATP luminescence, 72 h; AID 1347075, 2019; Potency, µM (top dose mostly 46.1 µM), without a hit: at the highest dose activity change, negative = cytotoxic, actives largely listed as cytotoxic; 400,000 tested, 1.4% active; note: potency is the fitted concentration of half-maximal effect; % is set by controls: 0 for no effect and ±100 for the full control effect; nearly all actives have a fitted effect of over 60% in size
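Using CellTiter-Glo luminescence, growth of non-resistant KB-3-1 adenocarcinoma cells is assessed 72 h after pin-tool compound addition at 37 °C. Normalized responses across the concentration series yield fitted curves.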
SW480 rereplic = A quantitative high throughput screen for small molecules that induce DNA re-replication in SW480 colon adenocarcinoma cells | SW480 DNA re-replication, Hoechst DNA content imaging, 48 h | Potency, µM (highest dose often 46.1 µM), inactives show at the top dose re-replication activation, most hits filed as activators | 340,000 tested, 1.8% active; note: potency is the fitted concentration of half-maximal effect; % of control where 0% means no effect; nearly all actives have a fitted effect of over 55% in size
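Treated cells incubate 48 hr (37 C, 5% CO2), are stained 40 min with Hoechst, and nuclear fluorescence is enumerated; a rise in nuclei with high DNA signal marks re-replication.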
HT1080NT lethal = qHTS for induction of synthetic lethality in tumor cells producing 2HG: qHTS for the HT-1080-NT fibrosarcoma cell line; HT-1080-NT fibrosarcoma viability, CellTiter-Glo ATP luminescence, 48 h; Potency, µM (doses to about 46.1 µM), for the others: top-dose activity, negative = less viability, usual class: cytotoxic; 360,000 tested, 1.6% active;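 note: NT is the 2HG producing partner of a matched IDH1 knockdown line; potency is the fitted concentration of half-maximal effect; 0% = DMSO-treated cells and -100% = media-only wells without cells; nearly all actives have a fitted effect of over 55% in size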
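Compounds were tested in concentration-response format on HT-1080-NT cells for 48 hours at 37 degrees C. Cell viability came from CellTiter-Glo luminescence; curves were classified by r2, response magnitude and activity.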
HT1080 IDH1KD tx = qHTS for induction of synthetic lethality in tumor cells producing 2HG: qHTS for the HT-1080-IDH1KD cell line; HT-1080 IDH1 knockdown viability, ATP luminescence, 48 h; Potency, µM (top dose mostly 46.1 µM), inactives show top-dose activity, negative = toxicity, actives largely listed as cytotoxic; 360,000 tested, 2% active; AID 686971, 2013;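 note: potency is the fitted concentration of half-maximal effect; 0% = DMSO wells and -100% = cell-free medium wells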
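After a 2 h attachment period, IDH1KD HT-1080 cells took pin-transferred compound for 48 h at 37 °C; ATP-based luminescence after 10 min room-temperature reagent incubation reported viability.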
IL-1B inflam inh = qHTS for Inhibitors of Inflammasome Signaling: IL-1-beta AlphaLISA Primary Screen; THP-1 LPS/ATP IL-1B secretion, AlphaLISA, 16 h; active compounds read low; activity change, % at 57.5 µM; 360,000 tested, 4.7% active; AID 743279, 2014; in the data active = activity change below about -50%; inconclusive = mostly about -30% to -49%; note: % is set by controls: 0 for no effect and ±100 for the full control effect
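Secreted IL-1B measured by AlphaLISA bead assay after 16 h compound exposure of THP-1 cells; compounds (final up to 57.5 uM) added 1 h before LPS (250 ng/mL) and ATP (1.25 mM) stimulation; lower signal means less secretion.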
* hit, by the source's call; ? = inconclusive; . = no result given; & = joins results of further samples; [ ] = dose if it differs, or a comment. Unless noted, calls come from the whole dose curve; as a rule, active = well fitted curve in the direction sought with a large enough effect; inconclusive = small, poorly fitted or top-dose-only effect, or another doubt; inactive = no such curve, though single readings can be large; an effect the other way counts as inactive or inconclusive.

SMILES	ATXN2 expr inh	MCF10A rereplic	KB-V1 MDR tox	WRN inhibitor	KB-3-1 tox	SW480 rereplic	HT1080NT lethal	HT1080 IDH1KD tx	IL-1B inflam inh
Cc1ccc(CSCc2ccc(C(=O)O)o2)cc1	.	-0.1%	27.0%	-2.6%	0.0%	-16.5%	-10.0%	1.0%	-2.1
CCOC(=O)N1CCN(S(=O)(=O)c2ccc(Br)cc2)CC1	4.7%	-7.8%	10.1%	5.3%	-25.8%	-9.4%	10.4%	9.6%	0.0
Cc1cc(Sc2nc(NC(C)(C)C)nc(N3CCOCC3)n2)nc(Cl)n1	1.2%	-1.9%	-2.9%	-0.5%	1.1%	0.3%	15.1%	17.7%	31.4
CC1CCCN(c2c([N+](=O)[O-])c(=O)oc3ccccc23)C1 (centres undefined)	-8.3%	3.6%	0.1%	8.5%	-1.8%	-0.3%	27.5%	4.7%	-5.5
O=C(/C(=C/O)N=Nc1ccccc1)c1cccs1	?	13.2%	6.2%	2.8%[57.1 µM]	-1.1%	2.7%	16.4µM*	?	-74.1*
Cc1nn(-c2ccccc2)c(C)c1C(=O)OCC(=O)NC12CC3CC(CC(C3)C1)C2	4.2%	?	-11.2%	-10.0%	?	-2.5%	2.5%[9.24 µM]	-27.7%	-29.6
Cn1nnc(NC(=S)NC(=O)c2cccs2)n1	10.7%	0.3%	13.7%	9.8%	0.7%	?	14.3%	24.8%	10.1
CC(C)(CNC(=O)c1ccc(S(=O)(=O)N2CCCC2)cc1)N1CCOCC1	-14.7%	12.4%	-6.2%	-3.9%	18.6%	-12.7%	16.8%	13.1%	3.2
c1ccc(-c2nnsc2-c2ccccc2)cc1	14.9%	4.1%	27.7%	-6.1%	15.1%	-22.6%	7.1%	1.0%	6.4
COC(=O)C(NC(=O)CCc1c(C)nc2c(c(C)nn2-c2ccccc2)c1C)C(C)C (centres undefined)	-8.5%&-10.5%	3.0%	-27.8%&0.0%	-0.6%	?	1.1%	0.1%	-4.8%	30.9
CC1(C)Cc2c(cnn2-c2cccc(F)c2)C(NC(=O)Cn2cccn2)C1 (centres undefined)	4.7%	-1.7%	-30.2%	?	-4.9%	10.3%	-0.9%	-2.9%	13.6
COc1ccc(CCNS(=O)(=O)CCNC(=O)c2ccccc2)cc1	-2.6%	15.1%	13.3%	-3.3%	2.9%	?	1.3%	9.0%	-2.7
COc1ccc(N2CCN(C(=O)c3cccc4nc(C)oc34)CC2)cc1	3.3%	-0.6%	?	0.2%	6.3%	-7.9%	0.1%	6.9%	35.8
C#CCN(C[C@@H]1[C@@H](OC(=O)NCc2ccc(OC)c(OC)c2)[C@@H](OC(=O)NCc2ccc(OC)c(OC)c2)Cn2c(=O)ccc(=O)n21)S(=O)(=O)c1ccc(C)cc1	?	.	3.0%	0.8%	?	.	9.2µM*	20.6µM*	-105.7*
Cc1ccccc1OCCNC(=O)CSc1ccc(C(F)(F)F)cc1[N+](=O)[O-]	-13.8%	?	3.8%	-3.0%	-0.3%	-3.7%	-13.3%	-4.2%	?
CC(C)CCNc1nc2c(cc1C#N)COC(C)(C)C2	4.1%	?	-16.4%	7.0%	0.0%	-2.1%	-0.7%	-9.4%	-13.8
CCc1ccc(S(=O)(=O)Nc2ccc(Br)cn2)cc1	2.4%	-7.5%	?	3.1%[57.1 µM]	-0.6%	2.4%[1.84 µM]	-7.2%	-5.6%	-13.2
O=C(NNC(=S)NCCCN1CCOCC1)c1ccncc1	-4.6%	-0.1%	0.0%	-8.2%	22.0%	-24.3%	2.8%	-2.5%	6.4
O=C(C[C@H]1C[C@H](C(=O)N2CCOCC2)[C@@]2(CCC3CCCC3)c3[nH]c4cc(-c5ccco5)ccc4c3CCN2C1=O)NCc1ccco1	?	-15.6%	?	6.2%	?	?	-20.7%	?	-55.3*
CCNC(=O)C1(C)CCCN1Cc1ccccc1Cl (centres undefined)	-4.0%	.	1.0%	-1.3%	0.0%	.	27.2%	20.4%	0.0
NC(=O)C1(N2CCCC2)CCN(Cc2ccccc2)CC1	-5.3%	0.1%	-12.1%	0.6%	1.7%	-4.4%	-0.7%	-1.2%	11.6
CC(=O)c1ccc(NC(=O)C(C)Oc2ccc(N(C)S(=O)(=O)c3ccc(C)cc3)cc2)cc1 (centres undefined)	-7.2%	?	?	-5.0%	-19.1%	-28.0%	-1.9%	-1.8%	-18.2
O=C(Nc1nc2c(Cl)c(Cl)ccc2s1)C1CC1	-12.3%	-10.2%	-17.2%	-2.5%	-9.1%	-1.4%	-1.0%	-2.1%	10.6
COc1ncc(-c2ccc3c(c2)S(=O)(=O)c2cccc(C(=O)O)c2C3=O)cn1	4.3%	-26.7%	?	3.0%	6.3%	-6.8%	3.3%	5.5%	29.5
Cc1ccc(C)c(N2CCN(C(=O)CCCOc3cc(=O)n(C)c4ccccc34)CC2)c1	?	?	8.2µM*	1.2%	?	?	-51.1%	?	?

Complete entries, quoted from the list:
Listed for O=C(NNC(=S)NCCCN1CCOCC1)c1ccncc1 : ATXN2 expr inh: -4.6%; MCF10A rereplic: -0.1%; KB-V1 MDR tox: 0.0%; WRN inhibitor: -8.2%; KB-3-1 tox: 22.0%; SW480 rereplic: -24.3%; HT1080NT lethal: 2.8%; HT1080 IDH1KD tx: -2.5%; IL-1B inflam inh: 6.4
Listed for Cc1nn(-c2ccccc2)c(C)c1C(=O)OCC(=O)NC12CC3CC(CC(C3)C1)C2 : ATXN2 expr inh: 4.2%; MCF10A rereplic: ?; KB-V1 MDR tox: -11.2%; WRN inhibitor: -10.0%; KB-3-1 tox: ?; SW480 rereplic: -2.5%; HT1080NT lethal: 2.5%[9.24 µM]; HT1080 IDH1KD tx: -27.7%; IL-1B inflam inh: -29.6

Remaining list, next part:
SMILES	ATXN2 expr inh	MCF10A rereplic	KB-V1 MDR tox	WRN inhibitor	KB-3-1 tox	SW480 rereplic	HT1080NT lethal	HT1080 IDH1KD tx	IL-1B inflam inh
CCCCn1c(N)c(N2CCOCC2)c(=O)n(CC(=O)NC(C)c2ccccc2)c1=O (centres undefined)	-17.9%	7.6%	-9.8%	9.9%	23.4%	-5.2%	12.7%	20.0%	3.4
COc1ccc(-c2cn3cccnc3n2)cc1Br	22.3%	2.1%	?	-7.6%	?	-10.1%	1.1%	-0.3%	0.0
Cc1ccc(OCC(=O)N/N=C\c2ccncc2)c(C)c1	.	1.0%	-13.2%	0.7%	4.5%	?	-2.2%	-1.2%	-3.6
CCN(CC)S(=O)(=O)c1ccc(NC(=O)C2CCCO2)cc1 (centres undefined)	-2.9%	1.4%	?	-4.8%	6.4%	-5.5%	-13.0%	2.7%	5.6
CC(C)=C(c1ccc(Cl)cc1)c1c(N)ncnc1N	.	.	-2.2%	-15.4%	-2.6%	.	-1.3%	-4.5%	-27.9
COc1ccc(CNC(=O)c2cc3c(=O)[nH]c4ccccc4c3n2C)cc1	-2.7%	3.8%	-12.5%	1.1%	15.7%	10.2%	-14.0%	10.9%	45.9
C=CS(=O)(=O)N(Cc1ccccc1)[C@H](CO)CC(C)C	-22.2%	9.1%	-12.7%&-2.1%	0.7%	?	7.6%	-13.3%	-4.4%	-60.5*
Cc1cc(NCc2ccc(F)cc2Cl)n2nnnc2n1	-6.4%	-4.4%	-3.0%	-6.7%	-13.4%	4.1%	-10.7%	-3.8%	-9.0
CC1(C(=O)NS(=O)(=O)c2ccccc2)CCN1C(=O)c1cccc2ccccc12 (centres undefined)	-1.1%	.	12.1%	3.9%	0.0%	.	?	?	0.0
CCOc1ccc(Oc2c(C)oc3cc(O)ccc3c2=O)cc1	-8.3%	6.8%	-3.9%	8.0%	-24.8%	-7.0%	-6.8%	4.6%	55.3
CN1CCN(S(=O)(=O)c2ccc(Sc3nc4ccccc4[nH]3)c3nsnc23)CC1	7.8%	7.5%	-3.0%	-9.1%	-17.3%	-7.4%	12.6%	11.9%	?
CCN1CCN(C(=O)C(C)Sc2nnc3nc(C)cc(C)n23)CC1 (centres undefined)	0.4%	-3.7%	8.2%	0.9%	17.2%	1.3%	-2.4%	-4.3%	-23.4
COCCCN(CCC#N)C(=O)c1c(-c2c(Cl)cccc2Cl)noc1C	-22.6%	1.2%	25.2%	-18.4%	-7.9%	6.5%	6.7%	14.7%	15.2
NC1=Nc2cccc3cccc1c23	?	6.2%	?	-5.5%	15.1%	0.9%	?	?	-65.3*
Cc1nnn(C23C[C@@H]4C[C@@H](CC(C(=O)N5CCN(c6ccccc6)CC5)(C4)C2)C3)n1	.	7.0%	?	-3.0%	-12.1%	-14.3%	3.4%	18.7%	-5.9
Brc1ccc(/C=N/c2nc3ccccc3n2CCN2CCOCC2)cc1	1.5%	-5.0%	-5.6%	1.7%	13.0%	-6.6%	16.7%	16.6%	28.7
CC1(C)CC(=O)C(C=NCC(O)c2ccccc2)=C(O)C1 (centres undefined)	0.8%	-3.0%	?	6.0%	0.5%	-3.8%	20.5%	8.1%	10.6
CCOC(=O)N1CCN(CCC(=O)Nc2cc(OC)cc(OC)c2)CC1	-0.1%	1.1%	-7.6%	2.8%	3.2%	-1.1%[9.22 µM]	-0.1%	-4.4%	-1.9
COc1ccccc1CNC(=O)c1cc(S(=O)(=O)N2CCCC2)cn1C	0.7%	-5.6%	0.0%	-2.0%	-4.8%	-11.9%	11.2%	2.7%	2.6
O=C(NCc1cccnc1)C1CCCN(S(=O)(=O)c2ccc(Cl)cc2)C1 (centres undefined)	-5.5%	0.0%	-26.1%	8.4%[57.1 µM]	-4.9%	-4.1%	1.9%	1.1%	10.9

From PubChem
